p53null 32C tox: qHTS Screen for Compounds that Selectively Target Cancer Cells with p53 Mutations: Cytotoxicity of p53 Null Cells at the Permissive Temperature | H1299-neo p53 null cells, ATP luminescence, 24 h, 32C | Potency, µM (series often up to 46.1 µM), for inactives: at the highest dose activity change, negative = cytotoxicity, most hits filed as cytotoxic | 55,000 compounds, 0.62% hits | AID 903, 2007;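 note: 0% = DMSO only and -100% = full killing by 100 µM tamoxifen; nearly all actives have a fitted effect of over 55% in size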
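AC50 values derive from Hill modelling of qHTS concentration-response data (up to 46 uM) in H1299-neo cells. Cells were treated 24 h at 32C following overnight attachment at 37C; viability was read as cellular ATP.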
p53null 39C tox: qHTS Screen for Compounds that Selectively Target Cancer Cells with p53 Mutations: Cytotoxicity of p53 Null Cells at the Nonpermissive Temperature | H1299 p53-null (neo) cells, 39C, ATPlite viability, 24 h | Potency, µM (series often up to 46.1 µM), for the others: at the highest dose activity, negative = cell killing, hits mostly cytotoxic | 55,000 compounds, 0.97% hits | AID 904, 2007;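 note: 0% = DMSO only and -100% = full killing by 100 µM tamoxifen; nearly all actives have a fitted effect of over 50% in size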
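H1299 lung cancer cells, p53-null (H1299-neo) or expressing p53 A138V (H1299-p53A138V), were plated overnight at 37C, then exposed to compounds at up to 46 uM for 24 hr at 39C. Viability was read by ATP-based luminescence.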
* marks the source's active call; other numbers are inactive results; ? = inconclusive; [ ] = another dose, or the depositor's remark. Calls come from the whole dose curve; as a rule, active = well fitted cell-killing curve with a large enough effect; inconclusive = small, poorly fitted or top-dose-only effect; inactive = no such curve, though single readings can be large or run the other way. Potency is the fitted concentration of half-maximal effect. Only part of the results is shown. The share of hits here may be higher or lower than overall.

Start of the data: the first 3 entries (preview)
| Compound | p53null 32C tox | p53null 39C tox |
| --- | --- | --- |
| CN1CCN(c2ccccc2NC(=O)C(Cc2ccccc2)n2cccc2)CC1 (stereo unspecified) | -3% | 3% |
| CCC1CCCCN1c1nc2c(C=O)c(C)nn2c2ccccc12 (stereo unspecified) | 4% | 15%[1.84 µM] |
| CCOC(=O)COC(=O)c1ccc(Oc2cc(C)nc(SC)n2)cc1 | 8% | -2% |

The listing, from the first entry:
| Compound | p53null 32C tox | p53null 39C tox |
| --- | --- | --- |
| CN1CCN(c2ccccc2NC(=O)C(Cc2ccccc2)n2cccc2)CC1 (stereo unspecified) | -3% | 3% |
| CCC1CCCCN1c1nc2c(C=O)c(C)nn2c2ccccc12 (stereo unspecified) | 4% | 15%[1.84 µM] |
| CCOC(=O)COC(=O)c1ccc(Oc2cc(C)nc(SC)n2)cc1 | 8% | -2% |
| CCOC(=O)c1ccc(NC(=S)NNC(=O)C2(C)CC2(Cl)Cl)cc1 (stereo unspecified) | -5% | 12% |
| COc1ccc(-c2csc(NC(=O)CN3C(=O)CCC3=O)n2)c(OC)c1 | -3% | -6% |
| CC1CCN(C(=O)c2cc(-c3ccc(Cl)c(Cl)c3)on2)CC1 | 4% | 1% |
| O=S(=O)(NN=C1CCCCCCC1)c1ccc(Br)cc1 | 0% | -9% |
| CCCc1nc(NCc2ccncc2)c2nnn(Cc3ccccc3F)c2n1 | 1% | -8% |
| Cc1cc(S(=O)(=O)n2cnc3ccccc32)c(C)cc1Cl | 3% | 1% |
| C/C(=N/NC(=O)c1cccc(C)c1)c1c(O)cc(C)oc1=O | -7% | 5% |
| CCn1c(Cc2ccccc2)nnc1SCC(=O)Nc1ccc(C)cc1 | -2% | 21% |
| CC(C)C(NC(=O)CN(c1cccc(F)c1)S(C)(=O)=O)C(C)C | -1% | -5% |
| O=[N+]([O-])c1ccc(/C=N/Nc2nc(N3CCCCCC3)nc(N3CCCCCC3)n2)o1 | -4% | -9% |
| COCC(C)NC(=O)COc1ccc(Cl)cc1Cl (stereo unspecified) | -11% | -4% |
| O=C(Nc1ccc(Br)cc1F)c1ccncc1 | 10% | 20% |
| Cc1cc(NC(=O)COc2cccc3cccnc23)no1 | -16% | -9% |
| Cc1ccc2cc(C#N)c(N3CCCN(S(=O)(=O)c4ccc(F)cc4)CC3)nc2c1 | 0% | 11% |
| Cc1nc2c3ccccc3[nH]c(=O)n2n1 | 0% | -3% |
| O=C(C1CC(c2ccc(F)cc2)=NO1)N1CCCCC1 (stereo unspecified) | -13% | 21% |
| C=CCNC(=S)NNC(=O)c1ccc(OCCCC)cc1 | 3% | 12% |
| CCOc1ccccc1N1CCN(C(=O)c2ccc3[nH]c4c(c3c2)CCCC4)CC1 | 14% | 21% |
| COc1ccccc1C(=O)N1CC2(C)CC1CC(C)(C)C2 (stereo unspecified) | 3% | 11% |
| COc1ccc(-c2nnc3ccc(SCC(=O)Nc4nccs4)nn23)cc1OC | 0% | 6% |
| O=C1N=C(N2CCCC2)S/C1=C\c1ccccc1 | -7% | -15% |
| C/C(=C\c1ccccc1)CN1CCC(C(=O)N2CCC(C)CC2)CC1 | -11% | -3% |
| Cc1cc(C)nc(SCc2n[nH]c(=S)n2C)n1 | 9% | -8% |
| COC(=O)/C(C#N)=C1/C=Cc2ccccc2N1C | -18% | -12% |
| CN(O)/C=c1/ccc2c(n1)C(=O)C=CC=2 | 8% | -10% |
| Cc1cccc(-n2c(SCC(=O)N3CCCC3)nc3n[nH]c(C)c3c2=N)c1 | 0% | -21% |
| CC(CC(=O)NCc1cccnc1)c1ccccc1 (stereo unspecified) | -2% | 13% |
| Cc1ccc(NC(=O)CSC2=C(C#N)C(c3ccc4c(c3)OCO4)CC(=O)N2)cc1C (stereo unspecified) | -4% | 3% |
| CC(C)CNS(=O)(=O)c1ccc(CCC(=O)NCc2ccco2)cc1 | -6% | 2% |
| Cn1cc(S(=O)(=O)CC(=O)Nc2ccc3c(c2)OCO3)c2ccccc21 | -3% | -8% |
| COc1ccc(OC)c(CN(CCCN2CCOCC2)C(=O)Nc2ccccc2)c1 | -5% | -6% |
| O=C(Nc1ccc2c(c1)OCO2)N1CCN(C(=O)C2CCCO2)CC1 (stereo unspecified) | -1% | 0% |
| CCCOCCOC(=O)c1[nH]c2c(c1C)C(=O)CC(c1cc(OC)ccc1OC)C2 (stereo unspecified) | 0% | -8% |
| COc1cc(C(=O)N/N=C\c2ccccc2)c([N+](=O)[O-])c(OC)c1OC | 5% | 15% |
| N#C/C(=N\Nc1ccccc1F)C(=N)N1CCCCC1 | ? | ? |
| CC(C)Nc1nc(NC(C)C)nc(N(C#N)CCOc2ccc(Cl)cc2Cl)n1 | 61%[activator] | 33%[activator] |
| CNc1ccc(Br)cc(C(=O)/C=C/c2cc(OC)ccc2OC)c1=O | -4% | -18% |
| Cc1ccc(CN(C(=O)c2sc3ccccc3c2Cl)C2CCS(=O)(=O)C2)cc1 (stereo unspecified) | 13% | -9% |
| CCOc1cc(CNn2cn[nH]c2=S)cc(Cl)c1OCc1ccccc1F | 5% | 9%[1.84 µM] |
| CC(C)(C)C(=O)/C(=C\c1ccc([N+](=O)[O-])cc1)n1cncn1 | -12% | ? |
| Cn1cccc1C(=O)NS(=O)(=O)c1ccccc1Cl | 2% | 1% |
| O=S(=O)(NCc1cn2ccccc2n1)c1cc(F)ccc1F | -18% | 0% |
| CCOC(=O)c1ccc(NS(=O)(=O)c2cc(-c3nnnn3CC)ccc2OC)cc1 | -8% | 2% |
| COc1cccc(/C=N/n2c(-c3ccco3)nc3ccccc3c2=O)c1 | -22% | -28% |
| COc1cccc(CN(Cc2ccco2)S(=O)(=O)c2ccc(S(=O)(=O)NCc3ccccc3)cc2)c1OC | 8% | 10% |
| Cc1ccc2c(c1)c1c(n2CC(O)Cn2ccnc2C)C(=O)CCC1 (stereo unspecified) | -7% | 11% |
| CCOC(=O)c1ccc(-n2ccnc2)c(NC(=O)c2cccc(Br)c2)c1 | -7% | 3% |
| Cc1ccccc1-c1nnc(-c2ccccc2C)o1 | 2% | 9% |
| Cn1c(Cn2c(=O)sc3ccccc32)nnc1SCC(=O)NCc1ccc2c(c1)OCO2 | 8% | 2% |
| Cn1c(=O)c2c(ncn2CC(=O)N/N=C/C(Br)=C/c2ccccc2)n(C)c1=O | 4% | 4% |
| C/C=C/C(=O)Nc1nnc(C(C)C)s1 | 9% | 38%[activator] |
| Cc1ccc2[nH]c(=O)c(CN(CCN3CCOCC3)C(=O)Nc3ccccc3F)cc2c1 | -4% | 4% |
| O=C(CN(C1CCCCC1)S(=O)(=O)c1ccccc1)NCc1ccco1 | -6% | 17% |
| O=C(N/N=C/c1ccc(-c2ccc([N+](=O)[O-])cc2)o1)C(O)c1ccccc1 (stereo unspecified) | 1% | 9% |
| Cc1cc(/C=C2/C(=N)N3C(c4ccccc4)=CSC3=NC2=O)c(C)n1-c1ccccc1 | 0% | 16% |
| COc1nn(CC(=O)N2N=C(C(F)F)CC2(O)C(F)F)cc1[N+](=O)[O-] (stereo unspecified) | -4% | -13% |
| COc1ccc(-c2cc(C(F)(F)F)nc(SCC(=O)NCCN3CCOCC3)n2)cc1OC | -6% | 18% |

Later entries.
| Compound | p53null 32C tox | p53null 39C tox |
| --- | --- | --- |
| C=CCn1c(SCC(=O)NCCc2ccccc2)nnc1C(C)NC(=O)c1cccs1 (stereo unspecified) | 6% | 5% |
| CC(C)OC(=O)CC12CN3CN(C1)CC(CC(=O)OC(C)C)(C3)C2=O | 4% | 9% |
| CN(Cc1ccccc1)C(=O)NC1CCCCC1 | -7% | -13% |
| Cc1ccc2[nH]cc(C(=O)NCc3cccs3)c(=O)c2c1 | -7% | 0% |
| CCCCC(=O)Nc1sc(C(=O)N(CC)CC)c(C)c1C(=O)OC | -2% | 2% |
| Cc1ccsc1C1NC(=O)c2c(sc3c2CCCC3)N1 (stereo unspecified) | -21% | -12% |
| CC(C)n1c(NCc2c[nH]c3ccccc23)nc2ccccc21 | -3% | 20% |
| Nc1nnc(SCC(=O)NC2CCCCC2)s1 | 14% | 7% |
| CC1CCN(CC(=O)Nc2ccccc2-c2ccccc2)CC1 | 3% | 17% |
| Cn1cccc1/C=N/NC(=O)c1cccnc1 | 4% | 3% |
| CCn1c2ccc(OC)cc2c2nc3ccccc3nc21 | -12% | 2% |
| CCSc1nnc(CNC(=O)C23CC4CC(CC(C4)C2)C3)n1C1CCCCC1 | -8% | 1% |
| CCc1ccc2nc(SCC(=O)N3CC(=O)Nc4ccccc43)c(C#N)cc2c1 | -1% | -15% |
| Cc1occc1-c1n[nH]c(=S)n1CC(C)C | 4% | 19% |
| O=C(Cn1c(SCC(=O)N2CCc3ccccc32)nc2ccccc21)NC1CCCC1 | -5% | 3% |
| O=C(Nc1ccc(Cl)c(Cl)c1)C1CC(=O)N(c2ccc(Br)cc2)C1 (stereo unspecified) | -7% | 19% |
| CC(C)(C)OC(=O)N1CC(O)CC1C(=O)OCC(=O)c1ccccc1 (stereo unspecified) | 1% | 36%[activator] |
| O=C(C1=C(O)/C(=C/c2ccc(O)cc2)CCC1)C(F)(F)F | 5% | 8% |
| COc1cccc(OC)c1C(=O)NC(C)c1ccccc1 (stereo unspecified) | 5% | 24% |
| Cc1cccc2sc(N(CCN(C)C)C(=O)c3cc(Cl)sc3Cl)nc12 | 4% | 5% |

Other structures follow:
SMILES | p53null 32C tox | p53null 39C tox
CCOC(=O)C1C(c2ccccc2)C(C(=O)OCC)C1c1ccccc1 (stereo unspecified) | -5% | 5%
CC(C)(C)c1cc(C(=O)Nc2ccccc2)ccn1 | 5% | 24%
O=C1CCC(C(=O)NCc2cccnc2)N1 (stereo unspecified) | 6% | 27%
O=C(N/C(=C/c1cccs1)C(=O)N1CCCCCC1)c1ccccc1 | 3% | 7%
CCN1CCN(C(c2cccs2)C(C)NC(=O)C(C)C)CC1 (stereo unspecified) | 4% | 4%
O=S(=O)(c1cccc(S(=O)(=O)N2CCC(Cc3ccccc3)CC2)c1)N1CCOCC1 | 2% | 25%
CC(C)Oc1ccc(C2CC(=O)N(c3ccc(N(C)C)cc3)C2=O)cc1 (stereo unspecified) | 5% | 14%
C=CCn1c(-c2ccc(OC)c(OC)c2)cs/c1=N\c1ccccn1 | -17% | 5%
Cc1ccn2c(C(=O)N/N=C/c3ccc(CNC(=O)C(=O)Nc4ccc(C)c(C)c4)o3)c(C)nc2c1 | 1% | 4%
O=C(CSc1nnc(-c2ccncc2)n1-c1ccc(F)cc1)NC(=O)NCc1ccco1 | -1% | 7%
Cc1n[nH]c(C)c1-c1nc2ccccc2[nH]1 | -1% | -1%
CCn1c(CNc2ccc(C)cc2)nnc1SCC(N)=O | -16% | -1%

Another view of part of the listing above:
Each structure is followed by: p53null 32C tox, p53null 39C tox
CC(C)(C)c1cc(C(=O)Nc2ccccc2)ccn1
  5%, 24%
O=C1CCC(C(=O)NCc2cccnc2)N1 (stereo unspecified)
  6%, 27%
O=C(N/C(=C/c1cccs1)C(=O)N1CCCCCC1)c1ccccc1
  3%, 7%
CCN1CCN(C(c2cccs2)C(C)NC(=O)C(C)C)CC1 (stereo unspecified)
  4%, 4%

2 compounds drawn at random from those above, as already listed:
SMILES | p53null 32C tox | p53null 39C tox
CC(C)Oc1ccc(C2CC(=O)N(c3ccc(N(C)C)cc3)C2=O)cc1 (stereo unspecified) | 5% | 14%
O=C(CSc1nnc(-c2ccncc2)n1-c1ccc(F)cc1)NC(=O)NCc1ccco1 | -1% | 7%

Further structures.
SMILES | p53null 32C tox | p53null 39C tox
CC(C)n1c(NCCc2ccccc2)nc2c1c(=O)n(C)c(=O)n2C | -1% | 11%
O=C(O)C1SCCN1S(=O)(=O)c1ccc2ccccc2c1 (stereo unspecified) | -3% | 5%
CS(=O)(=O)NCCCc1ccccc1 | 3% | 2%
CCCOP(=O)(OCCC)C(NC(=O)C(C)(C)C)c1ccccc1 (stereo unspecified) | -1% | -13%[1.84 µM]
O=C(Nc1ccc(N2CCCC2)c(Cl)c1)c1cccnc1 | -17% | -2%
Cc1cccc(Oc2cnn(C(C)(C)C)c(=O)c2Cl)c1 | 2% | 17%
CC(C)n1c(-c2cccnc2)nc2cnccc21 | 0% | -10%
COc1ccc2nc(NC(=O)c3cc(C)oc3C)sc2c1 | ? | ?
Cc1nnc(SCC(=O)Nc2ccccc2C(=O)NC2CC2)s1 | 6% | 1%
C=CCNc1nc2c(c(=O)n(C)c(=O)n2C)n1CC | -3% | -7%
Cc1ccc(S(=O)(=O)/N=C(/Nc2ccccn2)c2ccc(Cl)cc2)cc1 | -6% | -18%
CC(C)(C)c1csc(SCC(=O)Nc2ccc(Cl)cn2)n1 | -25% | -6%
Cc1ccsc1/C=N/n1c(C2CCCCC2)n[nH]c1=S | -16% | -1%
O=C(c1ccco1)N1c2ccccc2Sc2ccccc21 | 9% | 8%
c1ccc2c(c1)Sc1ccccc1-n1cnnc1-2 | -5% | -20%

Bioassay records deposited in PubChem by National Center for Advancing Translational Sciences (NCATS).
